Ins promoter up = MIN6 insulin promoter up-regulation; MIN6 insulin promoter-GFP reporter, high-content imaging; stronger effect = higher value; z-score at 5 µM; 190,000 compounds, 0.3% hits;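 active = z-score above 3 at 5 µM with at least 500 cells counted in the well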
b-catenin transl = alters nuclear translocation of beta-catenin in HeLa cells | nuclear translocation activity, % at 5 µM | immunofluorescence imaging | 190,000 compounds, 0.3% hits;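 active = nuclear translocation activity above 50% at 5 µM, with a well cell count of 50 or more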;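 also: per-cell ratio of nuclear to cytoplasmic median beta-catenin stain intensity; plate controls were DMSO negative control for no effect and GSK-3 inhibitor IX positive control for full effect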
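Read-out: Nuclear/cytoplasmic beta-catenin signal ratio, % activation | Assay system: Human HeLa cell line | Times: 24 h compound exposure at 37°C, 5% CO2 | Signal: Fluorescence imaging of beta-catenin antibody stain plus DAPI | Dosing: 5 µM primary, 0.02–20 µM confirmation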
Dynein cargo inh = dynein cargo transport inhibition; z-score, hits read low; 3617.4 mouse cells, GR-EGFP nuclear translocation imaging; test concentration mostly 20 µM; stimulated with dexamethasone, 1 µM; stronger effect = lower value; 220,000 compounds, 0.47% hits;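 active = plate z-score of nuclear minus cytoplasmic receptor signal below a set negative limit, without overly bright fluorescence or cell loss, cut at about -3.5 in these data, passing the limit was not always enough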;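 also: z-score of nuclear minus cytoplasmic ring GR-EGFP intensity difference per well; some compounds called inactive have numbers as strong as hits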
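Also added: dexamethasone, 1.0 µM final. Medium: tet-free, stripped-serum medium. Detection: fixed, Hoechst-stained cells imaged at 10x for EGFP. Read-out: nuclear-to-cytoplasmic GR-EGFP distribution per well. Times: induction 48 h, compound 1 h, agonist 30 min.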
T cell modulator = modulates CD8 T cell binding to vesicles | 2C CD8+ T cell-vesicle binding, flow cytometry; stronger effect = lower value | 330,000 compounds, 0.068% hits | calls only at 7 µM | AID 2052;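 active = response, share of CD8 T cells binding vesicles, and their 90th percentile fluorescence all below set limits, cut at about 80% in these data, passing the limit was not always enough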
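Material: murine 2C transgenic CD8+ T lymphocytes / Also added: QL9-peptide-loaded Drosophila micro-vesicles bearing Ld, ICAM-1 and B7-1 / Schedule: binding step 1.5 h, 37 °C, antibody labelling 20 min, ice / Signal: flow cytometry, PE anti-B7-1 (FL2) versus Alexa647 anti-CD8 (FL8), PFA-fixed / Evaluation: percent CD8+ FL2 mean versus row control / Benchmarks: naked versus QL9-loaded vesicles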
MT stabilizer = microtubule stabilization, imaging screen; % tubulin-high responders, % at 10 µM; 200,000 compounds, 0.83% hits; HeLa tubulin immunostaining HCS, 24 h; share of cells brighter than vehicle mean+2SD;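 active = plate Z-score above 3 for both tubulin-high and condensed-nucleus cell shares, with cell loss under 80%, at 10 µM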;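 also: anti alpha tubulin signal scored within the nucleus-defined area of each cell; some results filed as inactive read as strong as hits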
Lipid droplet = hepatic lipid droplet formation modulation | AID 1656 | inhibition, % at 6.5 µM | 240,000 compounds, 0.4% hits | AML12 mouse hepatocytes, oleate lipid droplets, BODIPY imaging;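 active = lipid droplet intensity inhibited by at least 50%, with more than 500 cells counted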
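System: AML12 hepatocytes (mouse). Probe or stimulus: oleic acid at 100 µM to induce lipid droplet formation. Times: overnight treatment with compound plus oleate. Detection: Image-based BODIPY and DAPI two-channel analysis. Evaluation: percent inhibition of filter-corrected integrated lipid droplet intensity per well.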
CSM14.1 death rescue = rescue of cells from ER stress-induced death, primary screen, 384-well, CSM14.1, thapsigargin, ATP luminescence (AID 1222) | one-dose cellular ATP content (survival), % at 20 µM; EC50 in µM for titrated hits | 190,000 tested, under 10 active | CSM14.1 thapsigargin-induced death rescue, ATP luminescence; higher % means a stronger effect;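 active = EC50 below 50 µM in the dose-response confirmation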;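 also: death triggered by thapsigargin at about 15 µM added after 2 h compound pretreatment; cell ATP read after overnight thapsigargin exposure of roughly 18 to 22 hours; normalized against plate controls of thapsigargin alone and 5% DMSO vehicle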
Salmonella PhoP GFP = PhoP-dependent GFP reporter repression – Salmonella Typhimurium, primary screen (AID 1863); inhibition, % at 50 µM, or IC50 in µM where a hit was titrated; S. Typhimurium PhoP-regulated promoter GFP reporter, 4 h; higher % means a stronger effect; 300,000 compounds, 0.16% hits;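 active = inhibition over 29.93%, a cutoff 3 SD above the screen mean, later confirmed by dose response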;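 also: 0% = low Mg2+ inducing control and 100% = high Mg2+ repressing control; strong numbers were not always called active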
Autophagy HCS = modulators of autophagy | 190,000 compounds, 0.98% hits | MEF GFP-LC3 puncta imaging; test concentration mostly 10 µM | AID 463193 | calls only at 10 µM (by protocol);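 active = percentage of spot-positive cells more than 3 SD above its plate mean, without a fluorescence outlier flag or 80% toxicity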;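 also: spot-positive cell cutoff set from DMSO-treated cells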
Dynein cargo inh cytoplasmic EGFP = further read-out of Dynein cargo inh, marked with its call; z-score; measured here: cytoplasmic GR-EGFP intensity; stronger effect = higher value
Dynein cargo inh nuclear GR-EGFP = recorded beside Dynein cargo inh, whose call it bears; z-score; measured here: nuclear GR-EGFP intensity;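 lower value marks the stronger effect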
Dynein cargo inh cell count = further read-out of Dynein cargo inh, marked with its call; z-score; measured here: cell count per field
Ins promoter up cell count = further read-out of Ins promoter up, marked with its call; cell count; measured here: cytotoxicity, nuclei count;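 total cells summed across four imaged fields per well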
Lipid droplet cells 6.5 µM = recorded beside Lipid droplet, whose call it bears; cell count; measured here: cell count, cytotoxicity flag;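 cells counted across two imaged fields per well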
b-catenin transl cell count 5 µM = also measured in b-catenin transl; calls as there; cell count; measured here: cell count, cytotoxicity flag
T cell modulator vesicle-bound % = also measured in T cell modulator; calls as there; double positive events, %; measured here: CD8+ vesicle-bound cell fraction;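 binding gate set so that unloaded-vesicle control wells show 10% double positive cells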
MT stabilizer Hoechst-high % = recorded beside MT stabilizer, whose call it bears; % Hoechst-high responders; measured here: nuclear condensation Hoechst responders;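 share of cells brighter than vehicle mean plus two SD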
MT stabilizer cytotoxicity % = recorded beside MT stabilizer, whose call it bears; toxicity, %; measured here: cytotoxicity by cell density;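 0% = mean cell density of plate MIN control wells and 100% = no cells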
Autophagy HCS cell loss 18 h = recorded beside Autophagy HCS, whose call it bears; toxicity, %; measured here: cell loss, nuclei count;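 cell loss after 18 h compound exposure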
* = called active by the depositor; i = inactive; · = not tested or not shown. Rows are unselected. About 3% of those tested had a hit in this group.

SMILES | Ins promoter up | Ins promoter up cell count | b-catenin transl | b-catenin transl cell count 5 µM | Dynein cargo inh | Dynein cargo inh cytoplasmic EGFP | Dynein cargo inh nuclear GR-EGFP | Dynein cargo inh cell count | T cell modulator | T cell modulator vesicle-bound % | MT stabilizer | MT stabilizer Hoechst-high % | MT stabilizer cytotoxicity % | Lipid droplet | Lipid droplet cells 6.5 µM | CSM14.1 death rescue | Salmonella PhoP GFP | Autophagy HCS | Autophagy HCS cell loss 18 h
CC1CN(c2nc(Nc3ccccc3)nc(N)c2[N+](=O)[O-])CC(C)O1 (stereo unspecified) | -0.17 | 1032 | -1.0 | 1495 | 1.51 | -0.258 | 0.976 | -0.418 | i | 3.2 | · | · | · | 45.5 | 710 | · | -5.5% | · | ·
Brc1ccc(-c2noc(CCc3ccccc3)n2)cc1 | · | · | · | · | 3.28 | -0.0788 | 2.62 | -2.72 | i | 34.8 | 2.4 | 1.5 | 6.8 | · | · | · | · | i | -22.5
O=C1S/C(=C/c2ccc(N3CCOCC3)o2)C(=O)N1Cc1c(F)cccc1Cl | · | · | 0.6 | 1062 | -0.734 | -0.234 | -0.0834 | 0.707 | i | 60.1 | 5.2 | 1.8 | 4.1 | -4.9 | 746 | -3.2% | 3.1% | i | -4.0
CCOC(=O)c1cc2c(C(F)(F)F)cc(-c3ccccc3)nc2o1 | 0.53 | 1365 | -0.8 | 1355 | -0.194 | -0.135 | 0.701 | -0.174 | i | 17.0 | 3.2 | 2.0 | 6.9 | · | · | -0.7% | -0.7% | i | -27.7
COC(=O)CCc1nc2ccccc2[nH]c1=O | 0.12 | 1323 | · | · | -0.0523 | -0.125 | 0.0573 | 0.0749 | i | 28.0 | 2.6 | 0.4 | 34.3 | -4.1 | 758 | -2.2% | 1.5% | i | -1.8
O=C1CCCC(NCCCCCCNC2=C([N+](=O)[O-])C(=O)CCC2)=C1[N+](=O)[O-] | -0.1 | 1485 | 0.5 | 1350 | 0.0966 | -0.182 | 0.461 | 0.314 | · | · | 2.7 | 2.1 | 6.8 | · | · | -2.5% | -7.4% | i | 7.9
CCCCc1ccc(NC(=O)N[C@@H](C)C(=O)O)cc1 | 0.08 | 1155 | 0.3 | 1305 | -1.75 | -0.288 | -0.816 | 1.29 | i | 48.5 | · | · | · | 8.2 | 741 | · | -5.0% | · | ·
Nc1cccnc1Oc1ccccc1F | -0.89 | 1121 | 0.1 | 1259 | -0.0392 | -0.283 | 0.0145 | 0.362 | i | 11.0 | · | · | · | 6.1 | 828 | · | -16.5% | · | ·
N#Cc1c(N2CCCCC2)nc(N)c2c(N)nc3c(c12)CC(c1ccccc1)O3 (stereo unspecified) | -0.16 | 1696 | 2.8 | 1457 | -1.9 | 0.937 | -0.956 | 0.364 | i | 46.5 | 3.0 | 2.2 | 8.4 | · | · | -0.7% | 16.0% | i | 0.9
O=C(Nc1ccc(N2CCN(C(=O)c3ccc(Cl)cc3)CC2)cc1)c1cccnc1 | 0.38 | 1820 | -0.1 | 965 | 0.3 | -0.273 | -0.55 | 1.3 | i | 43.3 | 3.5 | 1.5 | 0.8 | 0.8 | 694 | -0.4% | -3.1% | i | 4.1
Cc1ccc(-c2nnn(CC(=O)N3CCCc4ccccc43)n2)cc1 | -0.82 | 1574 | -0.3 | 1374 | 0.904 | -0.236 | -0.673 | -0.874 | i | 38.3 | 1.9 | 2.0 | 4.7 | · | · | 0.9% | 11.5% | i | 1.2
CCN1CCN(CC(O)COc2ccc(C(C)=O)cc2)CC1 (stereo unspecified) | 0.4 | 989 | · | · | 1.08 | -0.232 | 0.935 | 0.00768 | i | 36.3 | 8.2 | 2.4 | 7.5 | · | · | -1.1% | 9.8% | i | 9.4
OC(CNC1CCCCC1)CNC1CCCCC1 | -0.16 | 1169 | · | · | -0.778 | -0.3 | -0.457 | 0.938 | i | 39.3 | 2.9 | 1.8 | 8.6 | 16.6 | 715 | -0.1% | -11.1% | i | -29.0
O=C(O)/C=C/c1cn(Cc2ccccc2)nc1-c1ccccc1 | -0.59 | 1442 | -0.8 | 1398 | -0.776 | -0.204 | -0.362 | 1.03 | i | 35.8 | 2.8 | 1.6 | 3.2 | · | · | -1.9% | -11.9% | i | 4.3
CNC(=O)C(=O)NCCN1CCN(C(=O)c2ccc([N+](=O)[O-])cc2)CC1 | -0.01 | 1442 | 0.8 | 876 | -1.06 | -0.308 | -0.175 | 0.659 | i | 53.2 | 4.9 | 2.0 | 7.1 | 21.2 | 707 | -1.2% | -1.7% | i | -9.3
COc1cccc(N2CCN(C3C4CC5CC(C4)CC3C5)CC2)c1 (stereo unspecified) | -0.41 | 839 | -2.0 | 1033 | -0.178 | -0.0805 | -0.27 | 0.913 | i | 43.8 | 2.5 | 2.4 | 7.5 | -0.3 | 742 | -1.6% | -6.6% | i | -41.0
CCN(CC)C(=O)c1sc2nc(-c3cccs3)cc(-c3cccs3)c2c1N | · | · | -3.7 | 1210 | 0.946 | 0.416 | 0.528 | -0.589 | i | 21.4 | · | · | · | -7.9 | 722 | · | -6.6% | · | ·
O=C(Cn1cnc2nc3n(c2c1=O)CCC3)NCc1ccccc1 | 0.66 | 1455 | -4.1 | 555 | -0.619 | -0.217 | 0.238 | 0.615 | i | 57.0 | 3.8 | 1.9 | 8.7 | -0.4 | 648 | 3.6% | 5.7% | i | 18.9
O=C(Nc1ccccc1)ON=C1CCCC1 | -0.38 | 1370 | 0.6 | 1226 | -0.37 | -0.246 | -0.0286 | 0.188 | i | 37.5 | 2.8 | 3.4 | 14.2 | -3.1 | 656 | 1.1% | -5.7% | i | -1.0
O=C1CSC(c2cn(-c3ccccc3)nc2-c2cccs2)N1CC1CCCO1 (stereo unspecified) | -0.53 | 1969 | -3.2 | 1114 | -0.854 | -0.279 | -0.573 | 0.901 | i | 25.3 | 1.9 | 3.9 | 31.2 | 1.1 | 597 | -0.1% | 27.1% | i | -7.2
Cc1ccc(-c2noc(CN3CCCCC3)n2)cc1 | -0.71 | 936 | · | · | -1.01 | -0.134 | -0.387 | 0.981 | i | 52.9 | 1.1 | 1.2 | 4.3 | · | · | -0.3% | 10.0% | i | -5.1
Cc1cc(O)c(-c2cc(C(=O)Nc3sc4c(c3C(=O)NCc3ccco3)CCC4)[nH]n2)cc1C | -1.08 | 804 | 4.7 | 1311 | -0.991 | -0.218 | -0.115 | 0.147 | i | 32.1 | · | · | · | 19.4 | 678 | · | -2.0% | · | ·
CCOC(=O)CS(=O)(=O)c1ccc(O)cc1 | 0.54 | 1721 | -5.2 | 1087 | -0.559 | -0.332 | 0.00818 | 0.495 | i | 42.7 | 2.9 | 2.1 | 6.1 | 26.6 | 714 | 0.8% | 0.8% | i | 1.1
N#CC1=C2SCC(O)(c3ccccc3)N2C(=O)CC1c1cccs1 (stereo unspecified) | -0.77 | 813 | 175.5* | 602* | -0.763 | -0.371 | -0.272 | -0.394 | i | 29.7 | 31.8* | 42.6* | 68.1* | · | · | -2.1% | -5.2% | i | 42.4
CCN1CCN(CC(=O)Nc2cc3c(cc2C(C)=O)OCO3)CC1 | -0.3 | 1623 | -4.2 | 1107 | 0.343 | -0.264 | -0.0986 | 1.38 | i | 49.8 | 8.4 | 1.4 | 8.0 | -4.2 | 710 | -1.4% | 8.8% | i | 2.4
CCN(CC)S(=O)(=O)c1cccc(-c2nnc(SCC(=O)NC3CCCCCCC3)n2N)c1 | 0.38 | 759 | 0.0 | 1080 | 0.402 | 0.33 | 0.453 | -0.249 | i | 60.0 | 2.1 | 2.1 | 8.9 | -1.1 | 797 | 5.3% | 3.6% | i | 3.8
CCOc1ccccc1N1CCN(C(=O)CCCc2nc3ccccc3s2)CC1 | -1.05 | 1561 | -3.3 | 1137 | 0.559 | -0.276 | 0.587 | -0.253 | i | 47.0 | 6.1 | 1.9 | 2.8 | -35.2 | 646 | 5.5% | 3.5% | i | 23.0

Entries of single compounds, looked up by structure. Values in the order: Ins promoter up | Ins promoter up cell count | b-catenin transl | b-catenin transl cell count 5 µM | Dynein cargo inh | Dynein cargo inh cytoplasmic EGFP | Dynein cargo inh nuclear GR-EGFP | Dynein cargo inh cell count | T cell modulator | T cell modulator vesicle-bound % | MT stabilizer | MT stabilizer Hoechst-high % | MT stabilizer cytotoxicity % | Lipid droplet | Lipid droplet cells 6.5 µM | CSM14.1 death rescue | Salmonella PhoP GFP | Autophagy HCS | Autophagy HCS cell loss 18 h
O=C1CCCC(NCCCCCCNC2=C([N+](=O)[O-])C(=O)CCC2)=C1[N+](=O)[O-] is entered as -0.1 | 1485 | 0.5 | 1350 | 0.0966 | -0.182 | 0.461 | 0.314 | · | · | 2.7 | 2.1 | 6.8 | · | · | -2.5% | -7.4% | i | 7.9
CCN(CC)C(=O)c1sc2nc(-c3cccs3)cc(-c3cccs3)c2c1N is entered as · | · | -3.7 | 1210 | 0.946 | 0.416 | 0.528 | -0.589 | i | 21.4 | · | · | · | -7.9 | 722 | · | -6.6% | · | ·

Screening results as filed in PubChem BioAssay.
